# Vif-A3F inh: inhibitors of Vif-A3F interaction | Potency, µM (highest dose often 46.1 µM), for inactives: at the highest dose activity, negative = active | HeLa A3F-eYFP + Vif (tagged APOBEC3F with the HIV-1 protein that degrades it), YFP fluorescence increase | hit rate 0.2% among 390,000; also: potency is read from the fitted curve at half-maximal effect; % of control where 0% means no effect; nearly all actives have a fitted effect of over 65% in size
#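 HeLa cells stably expressing Vif plus C-terminally eYFP-tagged A3F were seeded, incubated overnight at 37 deg C, dosed with compound, incubated overnight again at 37 deg C. Yellow fluorescence (Ex 488/Em 500-530) reported blocked Vif-mediated A3F-eYFP degradation.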
# Glioma ERSR ind: induces the endoplasmic reticulum stress response in human glioma cells | U87-MG GRP78 promoter luciferase reporter, 16 h | Potency, µM, without a hit: top-dose activation, most hits filed as activators | hit rate 0.02% among 420,000; also: potency is read from the fitted curve at half-maximal effect; series mostly up to about 76 µM; % of control where 0% means no effect; nearly all actives have a fitted effect of over 35% in size
#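 Stably transfected U87-MG human glioma cells carrying a GRP78-based luminescent sensor were seeded at 1000 cells/well, pin-dosed with compounds and incubated 16 h. Luciferase reagent was then added, and end-point luminescence was read after 10 min at room temperature.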
# RXFP1 antagonist: antagonists of human relaxin receptor RXFP1; Q9HBX9; HEK293-RXFP1, relaxin-stimulated cAMP HTRF, 30 min; active compounds read low; activity change, negative = inhibition, % at 57.5 µM; hit rate 0.59% among 350,000; AID 1259400;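 active = activity change of -60% or lower, but not beyond a set lower limit; inconclusive = change between -60% and -40%, or beyond the set limit; inactive = change above -40%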; also: % is scaled to controls: 0 for no effect and ±100 for the full control effect
# D1 potentiator: potentiators of human D1 dopamine receptor; potentiation, % at 10 µM; HEK293 TREx D1 cells, calcium flux, dopamine EC20 potentiation; hit rate 0.036% among 360,000; P21728; in the data active = potentiation above about 30%; also: 0% is about no effect
# Vif-A3G inh: inhibitors of Vif-APOBEC3G interaction. Potency, µM (top dose mostly 46.1 µM), for inactives: at the top dose activity, negative = active, most hits filed as inhibitors. hit rate 0.076% among 410,000. AID 602310. Q9HC16. HeLa A3G-eYFP + Vif (tagged APOBEC3G with the HIV-1 protein that degrades it), YFP fluorescence, overnight;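 also: potency is read from the fitted curve at half-maximal effect; % is scaled to controls: 0 for no effect and ±100 for the full control effect; nearly all actives have a fitted effect of over 60% in size; hits raise eYFP signal because A3G escapes Vif-driven loss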
# Target sequence (Q9HC16 whole entry, looked up): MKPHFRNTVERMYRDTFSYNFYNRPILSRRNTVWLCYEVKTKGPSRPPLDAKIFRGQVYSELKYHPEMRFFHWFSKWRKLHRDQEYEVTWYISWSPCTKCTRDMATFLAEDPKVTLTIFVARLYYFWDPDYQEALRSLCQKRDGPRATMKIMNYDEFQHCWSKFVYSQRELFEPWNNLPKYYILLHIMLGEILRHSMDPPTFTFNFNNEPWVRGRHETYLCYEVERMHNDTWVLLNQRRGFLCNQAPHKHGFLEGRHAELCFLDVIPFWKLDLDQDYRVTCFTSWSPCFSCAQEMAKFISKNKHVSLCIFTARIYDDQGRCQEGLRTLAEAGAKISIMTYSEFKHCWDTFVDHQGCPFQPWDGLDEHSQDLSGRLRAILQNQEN
#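 HeLa cells stably expressing Vif and C-terminally eYFP-tagged A3G, seeded overnight at 37 deg C, then exposed to compound by pintool overnight at 37 deg C. Rise in yellow fluorescence (Ex 488/Em 500-530, Acumen) marks blocked Vif-driven A3G degradation.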
# D1 antagonist: blocks dopamine activation of the human D1 receptor | HEK293 TREx D1 cells, calcium flux, dopamine EC80; active compounds read low | activity change, negative = inhibition, % at 10 µM | hit rate 3.2% among 360,000 | AID 504652; in the data active = activity change below about -30%; also: % is scaled to controls: 0 for no effect and ±100 for the full control effect
#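 Tetracycline-induced HEK293 Trex D1 cells, force-coupled to calcium, dye-loaded; compounds added and read 180 s, then EC80 dopamine added and calcium flux tracked kinetically another 180 s.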
# D1 agonist: agonists of human D1 dopamine receptor; hit rate 1% among 360,000; HEK293 T-REx D1 cells, calcium flux, agonist mode; activation, % at 2 µM; AID 504660; in the data active = activation above about 30%; also: 0% is about no effect
#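 Agonism was scored from calcium flux recorded over 180 s (1 read/s) after pintool compound addition, following a 10-cycle baseline. Cells were inducible force-coupled HEK293 TREx D1, plated overnight at 30 C and loaded with no-wash calcium dye.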
# RXFP1 ag: RXFP1 (human) receptor agonism | HEK293T-RXFP1 cAMP TR-FRET, 30 min; response scale: percent of porcine relaxin response, buffer zero | hit rate 0.3% among 370,000 | Q9HBX9 | Potency, µM (highest dose often 57.5 µM), for the others: top-dose activation, actives largely listed as activators; also: potency is read from the fitted curve at half-maximal effect; % is scaled to controls: 0 for no effect and ±100 for the full control effect; nearly all actives have a fitted effect of over 60% in size; many of its hits are not listed in these tables
#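 Agonist response is measured as cAMP accumulation in an RXFP1-transfected HEK293T line under PDE4 inhibition. Values are scaled between buffer-only and 29 nM porcine relaxin, and EC50s come from standard Hill equation fits.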
# D2 PAM: positively modulates the human D2 dopamine receptor allosterically; hit rate 0.34% among 340,000; HEK293 T-REx D2, calcium flux, EC20 dopamine potentiation; potentiation, % at 10 µM; P14416;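 active = potentiation over 3 SD above the plate norm, cut at about 30% in these data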; also: 0% is about no effect
# Target sequence (P14416 whole entry, looked up): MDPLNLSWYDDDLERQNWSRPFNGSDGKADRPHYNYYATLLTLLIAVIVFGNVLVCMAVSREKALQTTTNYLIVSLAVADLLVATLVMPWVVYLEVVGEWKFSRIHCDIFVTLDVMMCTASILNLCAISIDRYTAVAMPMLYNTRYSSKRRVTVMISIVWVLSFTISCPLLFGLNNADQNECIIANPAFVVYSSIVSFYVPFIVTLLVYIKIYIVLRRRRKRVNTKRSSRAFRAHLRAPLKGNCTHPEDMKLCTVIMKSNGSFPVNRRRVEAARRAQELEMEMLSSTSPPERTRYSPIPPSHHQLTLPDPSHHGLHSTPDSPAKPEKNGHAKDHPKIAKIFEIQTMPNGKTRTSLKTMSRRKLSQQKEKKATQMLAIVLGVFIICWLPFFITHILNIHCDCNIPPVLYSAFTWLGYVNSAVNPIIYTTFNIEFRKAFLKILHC
#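 Potentiation of an EC20 dopamine calcium response measured kinetically over 180 s, after a preceding 180 s compound-only read flagging agonists. Cells: inducible Hek293 Trex D2 line, 4000/well, cultured overnight at 30 C before dye loading.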
# The depositor's hits bear a star; ? = inconclusive; . = no result given. Unless noted, calls follow the shape of the dose curve; as a rule, active = well fitted curve in the direction sought with a large enough effect; inconclusive = small, poorly fitted or top-dose-only effect, or another doubt; inactive = no such curve, though single readings can be large; an effect the other way counts as inactive or inconclusive. The list is partial; count on the stated rates, not on these rows.
structure,Vif-A3F inh,Glioma ERSR ind,RXFP1 antagonist,D1 potentiator,Vif-A3G inh,D1 antagonist,D1 agonist,RXFP1 ag,D2 PAM
OC(CNCCc1ccc(Cl)cc1)COc1cc(Cl)ccc1Cl (centres undefined),-4%,-7%,-6,5,-23%,-5,35*,-0.4%,-25
CCCC(CCC)C(=O)NC1CCN(Cc2ccccc2)CC1,10%,-5%,0,-6,12%,-6,5,0.0%,-18
Cn1c(Cc2ccccc2)nnc1SCC(=O)c1cccs1,-13%,1%,-5,-4,3%,-19,2,1.0%,1
CCc1ccc(OCC(=O)Nc2ccc(Cl)c(-c3nc4cc(C)cc(C)c4o3)c2)cc1,2%,-2%,-1,0,-2%,1,-2,20%,20
C/C(CC(=O)Nc1cccc(Cl)c1Cl)=N\NC(=O)c1ccccc1Br,0%,1%,2,-6,0%,-24,1,-1.2%,6
O=C(CSc1nnc2scc(-c3ccccc3)n12)NCc1ccc2c(c1)OCO2,-5%,-3%,-3,-6,-2%,-13,0,3.9%,2
Cc1ccc(S(=O)(=O)CC(=O)c2ccc3c(c2)OCCO3)cc1,16%,2%,?,0,2%,5,5,0.5%,2
Nc1nonc1-c1noc(N2CCOCC2)n1,-2%,8%,8,14,0%,-11,4,0.8%,10
CC1(C)C(=O)C2(CCCCC2)C(=O)OC1c1cccc([N+](=O)[O-])c1 (centres undefined),3%,-1%,-7,-2,-2%,-4,-1,0.9%,14
O=C(NNC(=O)c1ccc2[nH]c(=O)c(=O)[nH]c2c1)c1cccc(Br)c1,-8%,4%,-25,0,-8%,36,1,-1.1%,2
CN(C)c1ccc(S(=O)(=O)N2CCCCC2)cc1NC(=O)C1=NN(c2ccccc2)C(=O)CC1,0%,-5%,-10,-4,0%,17,3,-0.2%,0
Cc1ccc(N2C(=O)N3[C@H](c4ccc(F)cc4)[C@@H]4C(=O)N(C5CCCCC5)C(=O)[C@@H]4[C@]3(C)C2=O)cc1,0%,-4%,.,-3,-1%,8,1,0.8%,-6
COc1ccccc1N(C(=O)c1ccco1)C(C(=O)NC1CCCC1)c1cccs1 (centres undefined),-14%,2%,2,-4,-5%,10,2,2.9%,12
O=C(CP(=O)(c1ccccc1)c1ccccc1)N/N=C/c1cc(Br)cc(Br)c1O,-21%,-3%,-71*,-4,0%,19,1,3.3%,-15
O=C1c2cccc3cccc(c23)C(=O)N1CCCn1ccnc1,0%,-2%,7,.,12%,.,.,.,.
CCOC(=O)c1ccc(N2C(=O)c3n[nH]c(-c4ccco4)c3C2c2cccc([N+](=O)[O-])c2)cc1 (centres undefined),-32%,-2%,.,5,-27%,14,2,-0.3%,-16
O=c1[nH]c(CSc2ncccn2)nc2c1cnn2-c1ccccc1,-12%,5%,-5,0,-5%,2,17,-0.1%,18
CC(CCc1ccco1)NC(=O)Cn1nc(Cc2ccncc2)c2ccccc2c1=O (centres undefined),1%,1%,-1,-4,0%,6,0,1.5%,-3
O=C(CSc1nnc2ccccn12)Nc1ccc2c(c1)OCCO2,2%,-2%,9,4,3%,-2,1,5.2%,-10
CCOC(=O)Nc1ccccc1C(=O)Nc1cc(C)cc(C)c1,-10%,0%,5,-4,-4%,-24,2,0.0%,-1
CC(=O)Nc1ccccc1-c1nnc(SCc2ccccc2Cl)[nH]c1=O,2%,0%,-15,2,2%,-12,1,4.1%,3
O=C(CSc1n[nH]c(-c2ccc(F)cc2)n1)N1CCN(c2ccc(F)cc2)CC1,6%,3%,?,-2,3%,6,0,5.4%,15
COCCNC(=O)c1sc2nc(-c3ccccc3)cn2c1C,-2%,1%,12,.,-1%,.,.,-1.2%,.
Cc1oc(-c2ccccc2)nc1CC(=O)O,1%,-10%,-4,-1,1%,.,-2,-0.5%,-4

# Given with two lines to a compound: part of the list above.
# Order of results – Vif-A3F inh, Glioma ERSR ind, RXFP1 antagonist, D1 potentiator, Vif-A3G inh, D1 antagonist, D1 agonist, RXFP1 ag, D2 PAM
- OC(CNCCc1ccc(Cl)cc1)COc1cc(Cl)ccc1Cl (centres undefined)
    -4%, -7%, -6, 5, -23%, -5, 35*, -0.4%, -25
- CCCC(CCC)C(=O)NC1CCN(Cc2ccccc2)CC1
    10%, -5%, 0, -6, 12%, -6, 5, 0.0%, -18
- Cn1c(Cc2ccccc2)nnc1SCC(=O)c1cccs1
    -13%, 1%, -5, -4, 3%, -19, 2, 1.0%, 1
- CCc1ccc(OCC(=O)Nc2ccc(Cl)c(-c3nc4cc(C)cc(C)c4o3)c2)cc1
    2%, -2%, -1, 0, -2%, 1, -2, 20%, 20
- C/C(CC(=O)Nc1cccc(Cl)c1Cl)=N\NC(=O)c1ccccc1Br
    0%, 1%, 2, -6, 0%, -24, 1, -1.2%, 6
- O=C(CSc1nnc2scc(-c3ccccc3)n12)NCc1ccc2c(c1)OCO2
    -5%, -3%, -3, -6, -2%, -13, 0, 3.9%, 2
- Cc1ccc(S(=O)(=O)CC(=O)c2ccc3c(c2)OCCO3)cc1
    16%, 2%, ?, 0, 2%, 5, 5, 0.5%, 2
- Nc1nonc1-c1noc(N2CCOCC2)n1
    -2%, 8%, 8, 14, 0%, -11, 4, 0.8%, 10
- CC1(C)C(=O)C2(CCCCC2)C(=O)OC1c1cccc([N+](=O)[O-])c1 (centres undefined)
    3%, -1%, -7, -2, -2%, -4, -1, 0.9%, 14
- O=C(NNC(=O)c1ccc2[nH]c(=O)c(=O)[nH]c2c1)c1cccc(Br)c1
    -8%, 4%, -25, 0, -8%, 36, 1, -1.1%, 2
- CN(C)c1ccc(S(=O)(=O)N2CCCCC2)cc1NC(=O)C1=NN(c2ccccc2)C(=O)CC1
    0%, -5%, -10, -4, 0%, 17, 3, -0.2%, 0
- Cc1ccc(N2C(=O)N3[C@H](c4ccc(F)cc4)[C@@H]4C(=O)N(C5CCCCC5)C(=O)[C@@H]4[C@]3(C)C2=O)cc1
    0%, -4%, ., -3, -1%, 8, 1, 0.8%, -6
- COc1ccccc1N(C(=O)c1ccco1)C(C(=O)NC1CCCC1)c1cccs1 (centres undefined)
    -14%, 2%, 2, -4, -5%, 10, 2, 2.9%, 12
- O=C(CP(=O)(c1ccccc1)c1ccccc1)N/N=C/c1cc(Br)cc(Br)c1O
    -21%, -3%, -71*, -4, 0%, 19, 1, 3.3%, -15

# More records follow.
structure,Vif-A3F inh,Glioma ERSR ind,RXFP1 antagonist,D1 potentiator,Vif-A3G inh,D1 antagonist,D1 agonist,RXFP1 ag,D2 PAM
CC(C)(C)CC(=O)Nc1nnc(SCC(=O)N2CCCCC2)s1,-5%,-1%,8,16,-1%,16,3,1.0%,32*
COc1cccc(NC(=O)C(C)OC(=O)c2n[nH]c3ccccc23)c1 (centres undefined),1%,1%,-13,-7,0%,6,6,0.1%,3
CCOC(=O)N1CCN(C(=O)COc2ccccc2[N+](=O)[O-])CC1,-2%,-5%,-26,3,-2%,11,2,-0.7%,-3
Cc1ccc(C(=O)COC(=O)CNS(=O)(=O)c2ccccc2)cc1[N+](=O)[O-],0%,-2%,-2,-5,-2%,26,0,1.0%,10
FCCCOc1ccc(/C=N/OCc2ccc(Cl)cc2)cc1,-13%,5%,-16,-8,-7%,-19,7,-1.6%,-5
CC(C)C(C(=O)Nc1ccc2c(c1)OCCOCCOCCOCCO2)N1C(=O)c2ccccc2C1=O (centres undefined),-13%,4%,1,11,0%,5,-3,0.6%,0
Cc1ccc(S(=O)(=O)N2CCOCC2)cc1C(=O)Nc1ccc(S(=O)(=O)Nc2nccs2)cc1,11%,-3%,0,3,-1%,4,1,2.1%,.
Cc1cc(C)c(S(=O)(=O)NCC(=O)NCc2ccco2)c(C)c1,-18%,-1%,-23,2,0%,4,0,1.0%,.
Cc1ccc(C)c(CN2C(=O)C3(c4ccccc42)N(c2cccc(C(F)(F)F)c2)C(=O)CS3(=O)=O)c1 (centres undefined),2%,-4%,.,-2,1%,-13,6,1.1%,18
Cc1ccc(-c2onc(C)c2C)cc1S(=O)(=O)Nc1ccccn1,0%,-3%,-2,-4,3%,-4,2,1.5%,0
COCCNC(=O)/C=C/c1c(Cl)cccc1Cl,-10%,0%,3,4,1%,-10,2,1.0%,-19
O=C(c1ccccc1)N1CCCCC(Cl)C1=O (centres undefined),-3%,-3%,2,-1,0%,6,1,3.1%,-2
Cc1cc(NCc2ccccn2)ccc1Br,5%,8%,-3,-6,0%,-7,1,1.0%,12
Cc1nc2cc3c(=O)n(C)cnc3cc2n1Cc1ccccc1,-9%,-1%,1,.,0%,.,.,.,.
O=C(CCCn1c(=S)[nH]c2cc3c(cc2c1=O)OCO3)N1CCN(c2ccccc2F)CC1,2%,-2%,?,-6,-8%,-18,-3,1.6%,9
CCOC(=O)c1c(NC(=O)CSc2c[nH]c3ccccc23)sc2c1CCC2,-27%,-8%,-1,0,-12%,11,-1,4.0%,7
CCOc1cc(C=O)ccc1OS(=O)(=O)c1ccc(NC(C)=O)cc1,1%,-3%,-3,-5,1%,-12,10,-0.6%,12
CC1=C(C(=O)Nc2cc(C(=O)N3CCN(c4cccc(C)c4C)CC3)ccc2C)SCCO1,-1%,2%,?,-8,2%,-5,1,0.1%,2
O=C(c1cccc(F)c1)N1CCCN(C(=O)c2cccc(F)c2)CC1,-14%,-4%,-5,-5,1%,-81*,1,4.5%,11
CC(C)c1ccccc1OCC(=O)Nc1cc(S(=O)(=O)N2CCOCC2)ccc1N1CCCC1,7%,-3%,-2,-2,0%,32,1,0.9%,9
Cc1ccc2oc(-c3cccc(NC(=O)C4CCCO4)c3)nc2c1 (centres undefined),-7%,9%,-2,-2,-6%,-2,24,0.4%,4
Cc1ccc(NC(=O)C2CC(=O)N(c3ccc4c5c(cccc35)CC4)C2)cc1 (centres undefined),4%,-3%,-19,1,0%,-15,-2,-0.9%,5
